MC4R barr agon – MC4R agonists recruiting beta-arrestin, primary screen, cell-based, luminescence, agonist arm of biased-ligand search; Melanocortin receptor 4 (Homo sapiens), P32245; U2OS MC4R beta-arrestin complementation; percent of melanotan II response, DMSO zero; activation, % at 8.9 µM; 0.98% of 360,000 active; AID 540308, 2011;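 active = activation above a per-plate cutoff, the mean activation of sample wells on that plate plus 3 SD, cut at about 8% in these data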
Target sequence (P32245 whole entry, looked up): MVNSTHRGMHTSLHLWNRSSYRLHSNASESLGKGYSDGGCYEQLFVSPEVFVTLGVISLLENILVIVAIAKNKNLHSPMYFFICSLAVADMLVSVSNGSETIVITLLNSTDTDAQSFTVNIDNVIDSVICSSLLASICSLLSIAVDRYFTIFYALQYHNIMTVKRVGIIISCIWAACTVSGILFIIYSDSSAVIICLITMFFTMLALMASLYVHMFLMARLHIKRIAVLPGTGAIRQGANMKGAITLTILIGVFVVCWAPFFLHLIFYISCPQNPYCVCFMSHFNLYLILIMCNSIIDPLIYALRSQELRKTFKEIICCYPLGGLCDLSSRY
CaV13 ICDI inh – Disruptors of the CACNA1D IQ motif to Ca2+-dependent inactivation inhibitor domain association, primary screening, Förster resonance energy transfer in intact living …. HEK cells, CFP/YFP FRET ICDI-IQ, plate reader, 10 min; percent FRET-ratio fall versus neutral wells. inhibition, % at 12.3 µM. 0.098% of 340,000 active. AID 743397;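 active = mean replicate inhibition of at least 30% and at least 1% of replicates passing that level; inconclusive = only one of the two criteria is met; inactive = neither criterion is met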;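 also: 0% = median of the neutral control wells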
m5-HT2A agonist – mouse Htr2a agonists via beta-arrestin recruitment, primary screen, cell-based, luminescence; 5-hydroxytryptamine receptor 2A (Mus musculus), P35363; CHO-K1 mHTR2A beta-arrestin complementation; percent of 30 µM serotonin response; activation, % at 7.6 µM; 0.66% of 360,000 active; AID 624169, 2012;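 active = activation above a run cutoff, the mean activation of all tested compounds plus 3 SD, cut at about 14% in these data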;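 also: 0% = plate median of compound wells and 100% = 30 µM serotonin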
Granule exo inh – LAMP-1 surface exposure blockers, TALL-104 cells – cell-based, flow cytometry, MLPCN library, primary screen; TALL-104 LAMP-1 surface exposure; cells stimulated with thapsigargin and PMA; inhibition, % at 10 µM; 0.66% of 360,000 active; AID 651702, 2012;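 active = inhibition above about 55%, limit read from the data; inconclusive = no clear call, values can overlap the other calls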
ABCB6 inh MLPCN – ABCB6 transporter inhibitors, primary screen, K562-ABCB6 cells, flow cytometry, MLPCN library; ATP-binding cassette sub-family B member 6 (Homo sapiens), Q9NP58; fluorescence ratio to DMSO, % at 10 µM; K562-ABCB6 porphyrin accumulation, 1 h; hits give low values; AID 602162, 2011; 0.19% of 360,000 active;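 active = fluorescence ratio to DMSO below 75%, the collection mean minus 3 SD; inconclusive = too few cells collected in the well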;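 also: signal is porphyrin accumulated inside mitochondria; 100% equals median channel fluorescence of DMSO control wells; lower ratio means ABCB6 inhibition with less porphyrin fluorescence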
PDI inh – inhibitors of human PDI, primary screen, biochemical, turbidity, single point, plate reader. AID 588391, 2011. PDI insulin aggregation turbidity, A650, 90 min. 0.052% of 350,000 active. Protein disulfide-isomerase (Homo sapiens), P07237. inhibition, % at 10 µM;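 active = mean inhibition across replicates of 30% or more, whatever share of single replicates reach that level; inconclusive = mean inhibition below 30% while every single replicate reaches 30%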;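 also: absorbance from insulin aggregation driven by PDI reduction with DTT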
Target sequence (P07237 whole entry, looked up): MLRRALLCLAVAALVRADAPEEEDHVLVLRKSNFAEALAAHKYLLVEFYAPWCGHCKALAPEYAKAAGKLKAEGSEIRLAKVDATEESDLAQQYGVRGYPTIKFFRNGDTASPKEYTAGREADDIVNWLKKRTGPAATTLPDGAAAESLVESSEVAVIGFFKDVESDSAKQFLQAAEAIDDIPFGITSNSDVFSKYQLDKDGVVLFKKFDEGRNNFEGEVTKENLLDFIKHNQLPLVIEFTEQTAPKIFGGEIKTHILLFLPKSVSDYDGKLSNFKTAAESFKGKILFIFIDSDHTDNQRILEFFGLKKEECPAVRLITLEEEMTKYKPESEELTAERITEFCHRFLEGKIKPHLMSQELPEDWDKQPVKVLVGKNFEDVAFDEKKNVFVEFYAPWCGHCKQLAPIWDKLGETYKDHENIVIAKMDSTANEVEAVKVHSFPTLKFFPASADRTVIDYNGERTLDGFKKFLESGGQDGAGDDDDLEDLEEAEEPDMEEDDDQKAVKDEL
MC4R antag cAMP – MC4R antagonists of cAMP signaling, primary screen, cell-based, TR-FRET, antagonist arm of biased-ligand search. 0.48% of 360,000 active. inhibition, % at 6.5 µM. AID 540295, 2011. Melanocortin receptor 4 (Homo sapiens), P32245. MC4R-expressing cells, MTII-stimulated cAMP, LANCE TR-FRET;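 active = inhibition above its plate's cutoff, the mean of tested wells on that plate plus 3 SD, cut at about 29% in these data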;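 also: 0% = Melanotan II alone and 100% = Melanotan II plus saturating MCL0020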
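Assay system: human MC4R-expressing U2OS cells; reagent: Melanotan II stimulation of cells; dosing: 6.5 µM single dose; timing: compound 30 min, challenge 1 h, detection 1 h; signal: TR-FRET cAMP assay; replicates: one well per compound, no replicates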
ABHD5-PLIN5 inh – ABHD5-PLIN5 interaction inhibitors, primary screen, cell lysate, split luciferase complementation, luminescence; 0.78% of 360,000 active; AID 602281, 2012; Perilipin-5 (Homo sapiens) + 1-acylglycerol-3-phosphate O-acyltransferase ABHD5 (Homo …; Split G. princeps luciferase complementation, 4 h; inhibition, % at 4 µM;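 active = inhibition above the mean inhibition across every tested compound plus 3 SD, cut at about 22% in these data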;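 also: 0% = DMSO only wells and the 100% control is not disclosed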
Cardio protect – cardioprotection against H2O2-induced cell death, primary screen, uHTS, H9c2 cells, ATPLite luminescence; protection from H2O2 cell death, % at 20 µM; H9c2 cardiomyocytes, H2O2 injury protection, 2 h; 0.63% of 360,000 active;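 active = compounds giving at least 50% protection of heart cells from peroxide-induced death in the single-dose screen, raw or plate-pattern-corrected value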;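 also: 0% = DMSO wells with peroxide and 100% = DMSO wells without peroxide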
Glyco luc inh – increase of ERlucT glycosylation luciferase signal, primary screen, N-linked glycosylation inhibitor project, D54 ERlucT cells, luminescence, set 2. 0.23% of 360,000 active. D54 ERlucT glycosylation luciferase reporter, 24 h; percent of 100 nM tunicamycin response. AID 588692, 2011. reporter increase, % at 12.5 µM;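 active = mean luciferase reporter signal, scaled so untreated is 0 and the glycosylation-blocking control 100, at or above a set limit in every replicate; inconclusive = mean reaches the limit but not every replicate does; inactive = mean below the limit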;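 also: luciferase carries N-glycosylation sites so blocking glycosylation raises the light; 0% = median of neutral control wells and 100% = median of 100 nM tunicamycin wells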
* = called active by the depositor; ? = inconclusive; nt = not tested or not shown.

entry	SMILES	MC4R barr agon	CaV13 ICDI inh	m5-HT2A agonist	Granule exo inh	ABCB6 inh MLPCN	PDI inh	MC4R antag cAMP	ABHD5-PLIN5 inh	Cardio protect	Glyco luc inh
1	Nc1nnnn1/N=C/c1ccco1	-1.0	-6	0	-2	104	2	0	-2	3	1
2	COc1ccc(C(=O)N/N=C(\C)CC(=O)Nc2ccc3c(c2)OCO3)cc1	-1.8	3	-6	-4	90	-6	9	0	6	-1
3	NC(=O)c1cc(S(=O)(=O)N2CCCCC2)cs1	-3.4	-5	-4	-2	99	-5	5	-2	-1	0
4	CCN1C(=O)[C@H]2[C@H]3CN=C(SCc4ccc(C)cc4)N3[C@@](CC)(C(=O)OC)[C@H]2C1=O	2.1	-9	-1	-2	97	-4	4	-6	-1	1
5	O=C(CCN1C(=O)c2ccccc2S1(=O)=O)NCc1ccccc1Cl	-6.8	-6	-3	20	98	-2	11	-9	3	0
6	O=C(CCNC(=O)C1CCN(S(=O)(=O)c2ccccc2)CC1)NCCc1ccc(Cl)cc1	-1.7	-7	-4	-4	95	3	2	-4	-3	1
7	CCOC(=O)N1CCN(C(=O)CSc2cc(C)nc3c(-c4ccccc4OC)c(C)nn23)CC1	-2.5	-8	-2	0	104	-1	-3	-1	14	-3
8	O=C(O)CCc1nc2cc3ccccc3cc2[nH]1	-0.2	-4	4	2	100	-2	1	10	7	1
9	CCOc1ccccc1CN1CCNC(=O)C1CC(=O)NC1CCCCCC1 (configuration not stated)	-1.1	-3	2	0	95	-11	6	6	-6	0
10	Cc1ccc(S(=O)(=O)N2C(=O)CCC2C(=O)O/N=C(\N)c2ccccc2)cc1 (configuration not stated)	-0.8	nt	-4	2	94	-13	6	0	0	3
11	Cc1cc(F)ccc1-c1cc(C(=O)NC(C)C)[nH]n1	3.7	-4	5	-1	97	-3	-1	11	-6	-1
12	COc1ccc(CNS(=O)(=O)c2cc(Br)cc3c2N(C(C)=O)C(C)C3)cc1 (configuration not stated)	-1.2	-5	-6	?	102	6	7	13	0	0
13	CC1(C(=O)Nc2ccc3nc[nH]c3c2)CCN1C(=O)C1(c2ccccc2)CCCC1 (configuration not stated)	0.2	-5	3	26	95	1	-2	1	5	-2
14	CC(=O)N1CCc2cc(C(=O)CN3CCCCC3)ccc21	-1.9	-4	-6	0	97	nt	1	4	6	0
15	Cc1ccccc1CN1C(=O)c2ccccc2Sc2ccc(C(=O)O)cc21	-1.2	0	2	4	92	2	5	0	-12	1
16	CC12CCCCC1(O)[N+](=O)C1=C(CCCC1)N2[O-] (configuration not stated)	-0.7	-1	5	-2	98	-8	-4	-4	3	4
17	Cn1cccc1CNC(=S)Nc1cc(F)cc(F)c1	2.0	-2	-1	-1	97	4	28	2	12	2
18	Cc1onc(-c2c(Cl)cccc2Cl)c1NC(=O)NN(C)C	-0.8	-4	1	-9	100	-12	4	0	5	0
19	CCN(CC)CCCn1c(SCC(=O)NCC2CCCO2)nc2ccccc2c1=O (configuration not stated)	3.5	-8	7	3	101	1	14	4	-1	1
20	COc1ccc(CN2CCc3c([nH]c4ccccc34)C2)c(OC)c1C	0.4	-20	-4	56*	96	13	-4	-3	-9	-1
21	O=C(COC(=O)/C=C/c1cccs1)NC1CCCCC1	-2.2	-11	-2	-2	98	6	-3	-4	0	-3
22	COc1ccccc1C(=O)Nc1cccc2cccnc12	-0.7	-5	-2	56*	100	-2	12	2	0	5
23	Cc1nn(CC(=O)NCCCN2C(C)CCCC2C)c(=O)c2cc3occc3n12 (configuration not stated)	-2.8	-3	-4	-4	100	2	18	4	4	0
24	O=C(NCCc1ccccc1)c1ccc(Cl)c([N+](=O)[O-])c1	-3.8	-4	-6	-1	102	-3	19	6	-5	-4
25	O=C(COC(=O)Cc1ccc(S(=O)(=O)N2CCOCC2)s1)NCCc1ccccc1	-0.2	-9	-1	4	102	1	18	-5	3	2
26	COc1ccc(C2=Nc3ccccc3NC(=O)C2N(C(=O)c2cc3ccccc3[nH]2)c2ccccc2)cc1 (configuration not stated)	nt	nt	6	-1	106	nt	nt	2	5	-1
27	CCOC(=O)c1cnc2cc3c(cn2c1=O)CCCC3	-0.1	nt	0	0	102	0	5	1	-7	-2
28	Cc1cccc(NC(=O)Nc2ccc3c(c2)N(C)C(=O)CS3)n1	-2.0	-6	1	0	101	-8	3	-6	42	15
29	CCC1CCCCN1CCNC(=O)C1CCCN(S(=O)(=O)c2cccc3nsnc23)C1 (configuration not stated)	-0.8	-7	-2	-4	111	-6	1	-2	1	-1
30	O=C(Nc1nc2c(s1)CCCC2)c1cccs1	-1.6	nt	-2	-1	96	-5	1	0	-35	-14
31	CC1CCC2(CC1)NC(=O)N(CC(=O)Nc1cccc(S(=O)(=O)N(C)c3ccccc3)c1)C2=O (configuration not stated)	1.4	-12	8	6	96	0	26	-8	-8	14
32	CCOC(=O)c1cc2c(ccn2C)n1CC(=O)N(Cc1ccccc1)c1ccc(F)cc1	-1.2	-2	6	-2	95	0	-5	4	-8	0
33	COc1ccc(NC(=O)C(=O)NCC(c2ccco2)N2CCc3ccccc32)cc1 (configuration not stated)	-2.2	nt	6	-9	101	-1	-23	1	0	22
34	COC(=O)NC1c2ccccc2Oc2ccccc21	-2.5	-5	7	-10	97	0	5	0	0	-1
35	CNc1ccc(Oc2c(F)c(F)nc(F)c2F)cc1	1.8	-3	0	-11	99	1	11	0	-8	1
36	COC(=O)C1=C(C)N(Cc2ccccc2)C(=NCCc2cccnc2)N[C@H]1c1ccc(Br)cc1	3.8	nt	-4	52	94	3	1	15	-20	-4
37	Cc1ccc(S(=O)(=O)N2CCC[C@H]2C(=O)OCC(=O)Nc2ccc3c(c2)OCO3)cc1	0.9	-3	8	-14	99	0	10	9	18	2
38	CCN(C(=O)CCc1nc(-c2ccc(OC)cc2)no1)c1cc(OC)ccc1OC	-1.2	-1	1	36	86	-15	5	3	-17	-4
39	CCOC(=O)N1CCN(C(=O)C[C@@H]2C[C@@]3(C(=O)OCC)CCC=C3N(Cc3ccc(Cl)cc3Cl)C2=O)CC1	nt	-1	-3	8	96	nt	nt	26*	nt	nt
40	COc1cc(NC(=O)CN2CCN(c3ccccc3)CC2)c(C)cc1[N+](=O)[O-]	-2.3	-18	-1	-1	95	3	1	-1	-3	1
41	Cc1nn(C)c(C)c1Sc1ccccc1N	-1.1	4	0	5	99	-2	6	2	-8	2
42	COc1cc(/C=C/c2cc(OC(C)=O)c3ccccc3n2)c(OC(C)=O)c([N+](=O)[O-])c1	-2.6	nt	6	-3	100	-1	0	0	5	-4
43	COc1ccc(C(C)=O)cc1COC(=O)CSCC(=O)Nc1ccc(C)cc1	-1.9	-4	-10	14	95	-6	15	-5	2	2
44	O=C(c1ccc(S(=O)(=O)N2CCOCC2)cc1)N1CCc2ccccc2C1	-1.1	nt	-3	0	90	0	-2	-2	7	-1
45	Cc1ccc(S(=O)(=O)NCCC(=O)OCn2nnc3ccccc3c2=O)cc1	-1.2	-5	0	0	91	-5	3	1	3	1

Arranged by SMILES length (high to low): 9 of the compounds above.
entry	SMILES	MC4R barr agon	CaV13 ICDI inh	m5-HT2A agonist	Granule exo inh	ABCB6 inh MLPCN	PDI inh	MC4R antag cAMP	ABHD5-PLIN5 inh	Cardio protect	Glyco luc inh
42	COc1cc(/C=C/c2cc(OC(C)=O)c3ccccc3n2)c(OC(C)=O)c([N+](=O)[O-])c1	-2.6	nt	6	-3	100	-1	0	0	5	-4
36	COC(=O)C1=C(C)N(Cc2ccccc2)C(=NCCc2cccnc2)N[C@H]1c1ccc(Br)cc1	3.8	nt	-4	52	94	3	1	15	-20	-4
37	Cc1ccc(S(=O)(=O)N2CCC[C@H]2C(=O)OCC(=O)Nc2ccc3c(c2)OCO3)cc1	0.9	-3	8	-14	99	0	10	9	18	2
40	COc1cc(NC(=O)CN2CCN(c3ccccc3)CC2)c(C)cc1[N+](=O)[O-]	-2.3	-18	-1	-1	95	3	1	-1	-3	1
33	COc1ccc(NC(=O)C(=O)NCC(c2ccco2)N2CCc3ccccc32)cc1 (configuration not stated)	-2.2	nt	6	-9	101	-1	-23	1	0	22
44	O=C(c1ccc(S(=O)(=O)N2CCOCC2)cc1)N1CCc2ccccc2C1	-1.1	nt	-3	0	90	0	-2	-2	7	-1
43	COc1ccc(C(C)=O)cc1COC(=O)CSCC(=O)Nc1ccc(C)cc1	-1.9	-4	-10	14	95	-6	15	-5	2	2
35	CNc1ccc(Oc2c(F)c(F)nc(F)c2F)cc1	1.8	-3	0	-11	99	1	11	0	-8	1
34	COC(=O)NC1c2ccccc2Oc2ccccc21	-2.5	-5	7	-10	97	0	5	0	0	-1

Carrying on.
entry	SMILES	MC4R barr agon	CaV13 ICDI inh	m5-HT2A agonist	Granule exo inh	ABCB6 inh MLPCN	PDI inh	MC4R antag cAMP	ABHD5-PLIN5 inh	Cardio protect	Glyco luc inh
46	Nc1cc(-c2ccccc2)n2c(n1)nc1ccccc12	-0.9	-5	-8	-10	99	7	-7	3	-5	1
47	O=c1oc(-c2cccs2)nc2sc3c(c12)CCC3	-0.5	nt	2	8	103	-12	0	-3	-7	-1
48	CCCN(CCC)S(=O)(=O)c1ccc(C(=O)Nc2nnc(CSC)o2)cc1	-1.0	-3	-3	-4	150	-3	-3	-5	10	2
49	CSc1cccc(NC(=O)c2sc3nc4n(c(=O)c3c2C)CCC4)c1	-3.5	-6	4	-3	93	9	-1	3	0	-2
50	COCCn1c(SC(C)C(=O)Nc2ncc(Cl)cc2Cl)nc2ccccc21 (configuration not stated)	0.1	-3	2	-5	102	-5	-7	4	-5	-9
51	C[C@H]1C=C(C(=O)NCc2ccccc2)O[C@@H](OCc2ccc(CO)cc2)C1	-0.3	-5	2	-7	97	3	1	0	4	4
52	CC12CCC3(CO)COC(c4ccccc4O1)C2C3 (configuration not stated)	0.8	-5	2	-1	103	0	-10	-1	15	-1

Bioassay records deposited in PubChem by several laboratories.
